GLS inhibitor = qHTS for Inhibitors of Glutaminase (GLS). Glutaminase kidney isoform, mitochondrial (Homo sapiens), O94925. GLS enzymatic activity, qHTS titration. Potency, µM (series often up to 45.5 µM), without a hit: at the highest dose activity change, negative = inhibition, usual class: inhibitors. hit rate 0.21% among 410,000. AID 624170, 2012; note: % is set by controls: 0 for no effect and ±100 for the full control effect
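Read-out is an Amplex red fluorescence increase coupled through glutamate oxidase and HRP, measured before and after 30 min room-temperature incubation. hKGA is in 45 mM KH2PO4 (pH 8.2) with 0.02% Tween-20; glutamine added as 1mM solution.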
12-LOX inh = Primary qHTS assay for inhibitors of human arachidonate 12S-lipoxygenase (ALOX12): Round 2. Polyunsaturated fatty acid lipoxygenase ALOX12 (Homo sapiens), P18054. purified 12hLO, xylenol orange hydroperoxide absorbance. Potency, µM (highest dose often 108 µM), without a hit: at the top dose activity change, negative = inhibition, hits mostly inhibitors. hit rate 1.1% among 580,000. AID 1671190, 2021; note: % is set by controls: 0 for no effect and ±100 for the full control effect
Target sequence (P18054 whole entry, looked up): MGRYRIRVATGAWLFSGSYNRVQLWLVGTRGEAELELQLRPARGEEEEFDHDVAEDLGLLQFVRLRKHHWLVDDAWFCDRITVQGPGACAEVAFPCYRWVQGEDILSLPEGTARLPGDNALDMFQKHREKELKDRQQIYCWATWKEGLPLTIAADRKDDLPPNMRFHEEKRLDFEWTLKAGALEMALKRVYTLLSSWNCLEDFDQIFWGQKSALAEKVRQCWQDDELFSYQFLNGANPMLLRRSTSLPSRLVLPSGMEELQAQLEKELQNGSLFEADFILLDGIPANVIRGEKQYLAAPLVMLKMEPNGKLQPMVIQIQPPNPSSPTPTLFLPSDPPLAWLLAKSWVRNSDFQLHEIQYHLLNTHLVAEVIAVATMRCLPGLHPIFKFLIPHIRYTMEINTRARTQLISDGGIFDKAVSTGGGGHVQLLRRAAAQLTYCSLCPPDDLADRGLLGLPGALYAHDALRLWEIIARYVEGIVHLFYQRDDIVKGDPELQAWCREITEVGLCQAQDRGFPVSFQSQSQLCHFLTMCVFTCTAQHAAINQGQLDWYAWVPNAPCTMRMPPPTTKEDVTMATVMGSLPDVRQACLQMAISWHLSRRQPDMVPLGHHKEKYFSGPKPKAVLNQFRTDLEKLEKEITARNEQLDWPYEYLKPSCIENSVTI
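Purified human 12hLO (150 nM final) in 25 mM Hepes, 0.01% Triton X-100, pH 7.0 was preincubated 15 min at room temperature with compound. Then 40 uM arachidonic acid was added, 30 min. Hydroperoxide was read by Fe-XO absorbance ratio 573/405 nm.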
ERG Ets-DNA blk = qHTS for Small Molecule Inhibitors of the ERG Ets/DNA interaction; Potency, µM (titrated, usually from 76.9 µM), inactives show at the highest dose FP activity, negative = inhibition, hits mostly inhibitors; fluorescence polarization, His-ERG Ets domain / labelled DNA; Transcriptional regulator ERG (Homo sapiens), P11308; hit rate 0.028% among 370,000; active = well fitted inhibition curve with a large enough effect in the polarisation, with a control signal flat; inconclusive = small, poorly fitted or top-dose-only effect, or effect the other way, or a change in a side signal; inactive = no such curve, though single readings can be large or run the other way; the % refers to the polarisation;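 note: polarization taken with two DNA probes labelled with fluorescein and Texas red; % of control where 0% means no effect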
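His-tagged ERG Ets domain (1 uM in the protein solution; 300mM KCl, 50mM Tris-HCl, 1mM EDTA, 1mM DTT, pH 7.5) received compound, then a probe mix of 5 nM fluorescein-DNA and 100nM Texas-615-DNA. Fluorescence polarization was read for both dyes.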
JMJD2A Tudor = qHTS Assay for Inhibitors of JMJD2A-Tudor Domain. AlphaScreen JMJD2A-Tudor / H3K4me3 peptide binding. Potency, µM (titrated, usually from 114 µM), for inactives: top-dose activity change, negative = inhibition, actives largely listed as inhibitors. hit rate 4.4% among 390,000. AID 504339, 2011; note: % is set by controls: 0 for no effect and ±100 for the full control effect; nearly all actives have a fitted effect of over 50% in size
Pin1 inhibitor = qHTS Assay to Find Inhibitors of Pin1; Peptidyl-prolyl cis-trans isomerase NIMA-interacting 1 (Homo sapiens), Q13526; Pin1 FP peptide displacement, HiFluor488, 10 min; Potency, µM (doses to about 115 µM), without a hit: top-dose activity, negative = inhibition, hits mostly inhibitors; hit rate 0.009% among 390,000; AID 504891, 2011; active = well fitted inhibition curve with a large enough effect in the polarisation, with a control signal flat, not every such curve was filed as active; inconclusive = small, poorly fitted or top-dose-only effect, or effect the other way, or a change in a side signal; inactive = no such curve, though single readings can be large or run the other way; the % refers to the polarisation; note: % is set by controls: 0 for no effect and ±100 for the full control effect
rTrxR1 inhibitor = qHTS Assay for Inhibitors of Mammalian Selenoprotein Thioredoxin Reductase 1 (TrxR1): qHTS. hit rate 1% among 390,000. AID 588453, 2011. Thioredoxin reductase 1, cytoplasmic (Rattus norvegicus), O89049. Potency, µM (doses to about 114 µM), without a hit: top-dose activity change, negative = inhibition, hits mostly inhibitors. recombinant rTrxR1, NADPH fluorescence consumption, selenite substrate; note: % is set by controls: 0 for no effect and ±100 for the full control effect; nearly all actives have a fitted effect of over 65% in size
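Rat TrxR1 (90 nM in the dispensed reagent) was pre-reduced with 400 uM NADPH for 5 min at room temperature, then incubated with compound for 15 min. After 400 uM selenite was added, NADPH fluorescence (Ex 340/Em 450 nm) was followed for 8 min.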
RGS4 inh = Inhibitors of Regulator of G Protein Signaling (RGS) 4: qHTS; hit rate 0.039% among 390,000; Transcreener GDP fluorescence polarization, RGS4-accelerated GTP hydrolysis; AID 504845, 2011; Regulator of G-protein signaling 4 (Homo sapiens), P49798; Potency, µM (doses to about 114 µM), for inactives: at the top dose activity change, negative = inhibition, hits mostly inhibitors; note: % is set by controls: 0 for no effect and ±100 for the full control effect; nearly all actives have a fitted effect of over 75% in size; some results filed as inactive show a strong effect at the top dose
Target sequence (P49798 whole entry, looked up): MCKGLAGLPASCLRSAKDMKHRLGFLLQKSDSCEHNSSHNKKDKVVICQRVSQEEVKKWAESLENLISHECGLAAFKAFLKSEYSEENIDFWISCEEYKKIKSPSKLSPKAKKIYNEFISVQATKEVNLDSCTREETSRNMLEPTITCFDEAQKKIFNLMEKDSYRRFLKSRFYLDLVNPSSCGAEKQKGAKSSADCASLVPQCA
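MLSMR compounds (23 nl, pin-transferred) preincubated 10 min at room temperature with a 500nM (2x) first reagent, then RGS4 at 900nM (2x) plus Transcreener GDP mix added; fluorescence polarization (620/688 nm) read before and after 90 min at 30 °C.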
PGK inhibitor = qHTS Assay to Find Inhibitors of Phosphoglycerate Kinase; Potency, µM (series often up to 57.5 µM), for inactives: at the top dose activity change, negative = inhibition, actives largely listed as inhibitors; AID 602233, 2012; Phosphoglycerate kinase, glycosomal (Trypanosoma brucei brucei), P07378; hit rate 0.043% among 380,000; PGK/GAPDH coupled, Kinase-Glo luminescence, 60 min; note: % is set by controls: 0 for no effect and ±100 for the full control effect; nearly all actives have a fitted effect of over 60% in size
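Recombinant glycosomal PGK reaction used 1,3-bisphosphoglycerate generated in-well by GAPDH (100nM final) in 100mM TEA pH 7.6, 5mM MgCl2, 0.01% Tween-20. After 60 minutes at room temperature, ATP was read by Kinase-Glo Plus luminescence end-point.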
HP1b chromo inh = HTS for Inhibitors of HP1-beta Chromodomain Interactions with Methylated Histone Tails. AlphaScreen HP1-beta / biotin-H3K9me3 peptide binding. AID 540317, 2011. Potency, µM (doses to about 114 µM), for inactives: top-dose activity change, negative = inhibition, most hits filed as inhibitors. hit rate 0.56% among 390,000. Chromobox protein homolog 1 (Homo sapiens), P83916; note: nearly all actives have a fitted effect of over 70% in size; inactives centre near 23
Target sequence (P83916 whole entry, looked up): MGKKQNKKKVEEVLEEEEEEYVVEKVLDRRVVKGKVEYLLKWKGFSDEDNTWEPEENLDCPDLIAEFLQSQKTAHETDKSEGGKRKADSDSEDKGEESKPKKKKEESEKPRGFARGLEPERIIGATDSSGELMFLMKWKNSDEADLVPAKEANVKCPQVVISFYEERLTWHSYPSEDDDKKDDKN
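Compound inhibition of the preformed complex between 50 nM HP1-beta and 50 nM biotinylated H3K9me3 peptide was read by AlphaScreen. Buffer was PBS pH 7.4 with 0.01% Tween-20. Incubations ran 30 min at room temperature, with 10 ug/mL donor/acceptor beads.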
* = called active by the depositor; i = inactive; ? = inconclusive; / = no result given; [ ] = dose if it differs, or a comment. Unless noted, calls come from the whole dose curve; as a rule, active = well fitted curve in the direction sought with a large enough effect; inconclusive = small, poorly fitted or top-dose-only effect, or another doubt; inactive = no such curve, though single readings can be large; an effect the other way counts as inactive or inconclusive. Potency is the fitted concentration of half-maximal effect. The list is partial; rates above refer to the full screens.

SMILES	GLS inhibitor	12-LOX inh	ERG Ets-DNA blk	JMJD2A Tudor	Pin1 inhibitor	rTrxR1 inhibitor	RGS4 inh	PGK inhibitor	HP1b chromo inh
CC(C)(C)NC(=O)C(c1ccncc1)N(CC1CCCO1)C(=O)Cn1nnc(-c2ccc(F)cc2)n1 (centres undefined)	-3%	-2%	-7%	-12%	5%	10%[57.1 µM]	-3%	-1%	13%
CCc1cccc(NC(=O)CCS(=O)(=O)c2cccc3nonc23)c1	1%	0%	2%	-7%	7%	-32%[57.1 µM]	15%	-4%	25%
CN(CC(=O)NCCc1ccccc1)S(=O)(=O)c1ccc(Br)s1	-15%	-6%	-6%	-7%	-1%	12%[57.1 µM]	23%	-8%	27%
Cc1cc(C(=O)Nc2ccc(Br)cc2)c2ccccc2n1	5%	3%	9%	-5%	5%	-2%	-16%	9%	41%[activator]
N#CCOc1coc(CN2CCN(c3cccc(Cl)c3)CC2)cc1=O	2%	-13%	6%	-18%	-3%	13%[57.1 µM]	2%[56.9 µM]	-8%	47%[activator]
COc1cccc(NC(=O)C(=O)N/N=C(\C)CC(=O)Nc2ccc(NC(C)=O)cc2)c1	0%	13%	-5%	-6%	-5%	28%	-10%	i	38%
CC(=O)Nc1cccc(NC(=O)c2ccc(C(=O)Nc3cccc(NC(C)=O)c3)nc2)c1	1%	-14%	5%	-10%	5%	-15%	-1%	-7%	28%
COC(=O)c1cc(C(=O)OCC(=O)N(C)c2ccccc2)cc([N+](=O)[O-])c1	14%	2%	-5%	-21%	-4%	-1%	-6%	i	-10%
Cc1ccc(C)c(NC(=O)CN(C)S(=O)(=O)c2ccccc2)c1	8%	15%	8%	-6%	-6%	21%	20%	0%	24%
Cc1ccc(C2C3C(=O)N(c4ccccc4)C(=O)C3N3CCCN23)cc1 (centres undefined)	52%[activator]	0%	-4%	-1%	-5%	6%	5%	-10%	46%[activator]
O=C(CNC(=O)c1ccc(Br)cc1)N=Nc1c(O)[nH]c2ccc([N+](=O)[O-])cc12	-2%	-5%	18%	-18%	0%	9%	-14%	-5%	31%
C/C(=N\O)c1cccc(Br)c1	9%	?	-2%	-12%	-11%	17%	2%	10%	37%
Cc1cc(C(=O)Nc2nc3ccc(Cl)cc3s2)nn1C	2%	0%	14%	25µM*	-2%	6%[57.1 µM]	-2%	-3%	16%
O=C(Nc1ccc(Oc2ccc3c(c2)C(=O)N(c2ccc(O)cc2)C3=O)cc1)c1cccs1	19%	-15%	0%	-1%	0%	10%	4%	4%	25%
Cc1cc(C)nc(NC2=NCCN2C(=S)Nc2c(C)cccc2C)n1	-5%	-1%	-11%	-6%	-1%	8%	-19%	-8%	53%[activator]
O=C(Nc1nnc(C2CC2)s1)c1n[nH]c(=O)c2ccccc12	-3%	0%	-7%	-7%[11.4 µM]	-1%	-3%	1%[11.4 µM]	i	14%
COC(=O)CN(c1ccc2c(c1)OCCO2)S(=O)(=O)c1ccccc1	1%	0%	8%	-5%	-8%	17%[57.1 µM]	-8%	0%	32%
CC1(C)CC(=O)C(C(c2ccc(Br)cc2)C2C(=O)CC(C)(C)CC2=O)C(=O)C1	15%	-5%	-4%	-25%	-13%	7.9µM*	?	i	41%
COC(=O)c1ccc(CNC(=O)c2cc(COc3cncc(Cl)c3)on2)cc1	-5%	?	15%	-3%	0%	12%	-17%	-1%	48%[activator]
CCOC(=O)c1cc(-c2ccccc2)nn1-c1ccccn1	-6%	6%	2%	-10%	-2%	12%	3%	i	48%[activator]
Cc1cccc(OCCNc2ccc([N+](=O)[O-])cn2)c1	-14%	0%	1%	-18%	1%	-2%[57.1 µM]	-17%	-4%	13%
COc1ccc(S(=O)(=O)c2c(Nc3ccc(C)cc3)sc(C(=O)c3ccc(C)cc3)c2N)cc1	4%	-20%	1%	-18%	18%	8%[57.1 µM]	-2%	2%	21%[57 µM]
CC1(NC(=O)Cn2cc(C(F)(F)F)ccc2=O)CCS(=O)(=O)C1 (centres undefined)	10%	-8%	-2%[15.4 µM]	-7%	-2%	5%	8%	-5%	28%
O=C(O)c1cc(N/N=C2/CC(c3ccccc3)Oc3ccccc32)ccc1Cl (centres undefined)	?	?	5%	?	?	-23%	-19%	-9%	-5%
COC(=O)CC1C(=O)NCCN1C(=O)CSc1nc2ccccc2c(=O)n1CC(C)C (centres undefined)	-9%	0%	7%	-18%	3%	20%[57.1 µM]	-6%	-5%	20%
Cc1ccc(CSc2nc3ccccc3c(=O)n2CCCC(=O)NCc2ccco2)cc1	10%	-1%	-3%	-6%	2%	29%	12%	-3%	9%
Cc1ccc(OCCCC(=O)Nc2nccs2)cc1	-13%	29%	3%	-5%[11.4 µM]	4%	39%[57.1 µM]	4%[11.4 µM]	-2%	-16%
O=C(NCCc1csc(-c2ccccc2)n1)c1c(F)cccc1F	2%	11%	14%	4%	8%	20%[57.1 µM]	-21%	i	32%
CCN1c2ccccc2-n2cccc2C12CCN(C(=O)Nc1ccccc1Br)CC2	-3%	-18%	-1%	?	20%	22%[57.1 µM]	5%	-7%	-2%[57 µM]
CCCCN(C)CCCNC(=O)c1ccc2c(c1)N(CC)C(=O)c1ccccc1S2=O (centres undefined)	-1%	227%[activator]	-6%	-15%	-6%	-3%[57.1 µM]	8%	0%	-7%
CC(C)(C)N(NC(=O)OCc1ccccc1)C(=O)c1ccccc1Cl	-6%	-14%	11%	-4%	-4%	-1%	-8%	-7%	17%
COn1c(-c2ccc(Cl)cc2Cl)nc2ncccc21	0%	-1%	-4%	-4%	9%	6%[57.1 µM]	-6%	6%	15%
Cn1c(-c2sc(=S)n(-c3ccccc3)c2N)nc2ccccc21	2%	0%	-11%	-7%	0%	20%[57.1 µM]	-43%	-6%	-4%
COc1ccc(NC(=O)c2cc(-c3ccccc3O)no2)cc1	6%	-4%	-1%	?	33%[activator]	-1%	-9%	-7%	-16%
Cn1ncc(N=Cc2ccccc2O)c1C(=O)N1CCOCC1	-9%	1%	3%	-18%	6%	-5%	6%	i	28%
Cc1nc2nc(SCC(=O)c3ccccc3)[nH]c2cc1Br	-8%	-5%	-3%	8%	28%	18%[57.1 µM]	-20%	-11%	38%
CC(=O)c1ccc(NC(=S)Nc2ccc(N3CCOCC3)cc2)cc1	?	-2%	-8%	-6%	1%	11%[57.1 µM]	-50%	7%	-17%
O=C(CN1CCN(c2ccc(F)cc2)CC1)Nc1ccccc1	12%	-27%	-5%	1%	0%	16%	-13%	-6%	31%
Cc1ccc(Nc2nc(N)nc(CC#N)n2)cc1	8%	22%	/	-19%	14%	10%	5%	-7%	9%
CCN(CC)C(=O)C1CCCN(C/C(C)=C/c2ccccc2)C1 (centres undefined)	1%	?	-8%	1.6µM*	-9%	26%	33%	i	?
CC(NC(=O)c1ccc(OC2CCN(Cc3ccccn3)CC2)cc1)c1ccccc1 (centres undefined)	0%	2%	-1%	-33%	-1%	23%[57.1 µM]	0%	i	18%
COc1ccc(CCN2CNc3c(c(=O)n(C)c(=O)n3C)C2)cc1	33%[activator]	42%[activator]	-8%	-17%	8%	-3%[57.1 µM]	21%	2%	29%
Cc1nn(-c2ccccc2Cl)c(Cl)c1/C=N/Nc1nc2ccccc2s1	0%	-20%	-2%	-7%	-3%	-6%	-1%	-8%	36%[activator]
Cc1ccc(C)c(-n2c(SCC(=O)NCC3CCCO3)nnc2-c2ccoc2C)c1 (centres undefined)	-5%	/	-1%	-15%	/	28µM*	-23%	-1%	34%
CCOC(=O)Cn1c(S(=O)(=O)Cc2cccc(F)c2)nc(-c2ccccc2)c1-c1ccccc1	1%	22%	-3%	-15%	6%	11%	-6%	10%	17%
Cc1c2cnn(CC(=O)Nc3cccc(C(F)(F)F)c3)c(=O)c2c(C)n1Cc1ccccc1F	2%	-12%	-2%	-8%	29%	-5%	-18%	i	24%
COc1ccc(CC(=O)OCC(=O)c2ccc(OC)c(OC)c2)cc1	4%	-2%	/	-8%	-2%	-11%	13%	i	25%
O=C(CCNC(=O)c1ccccc1)Nc1ccc(Cl)c(S(=O)(=O)N2CCCCC2)c1	-7%	-14%	-3%	-6%	-4%	16%[57.1 µM]	-28%	-6%	27%
O=C(N/N=C/c1ccccn1)c1cc(-c2ccc(Cl)s2)[nH]n1	-17%	29%	-3%	-15%	22%	16%	-5%	-9%	24%
